High-throughput results: PubChem, several laboratories
MrgX1 antagonist: antagonists of human MrgX1 receptor, primary screen, HEK293 cells, Fluo-4 calcium flux | Mas-related G-protein coupled receptor member X1 (Homo sapiens), Q96LB2 | 310,000 compounds, 1.3% hits | BAM8-22 antagonism; stronger effect = lower value | AID 588676, 2011 | B-score at 10 µM;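 active = calcium-response B-score plate-corrected more than 3 library SD below zero, starting fluorescence within 5 deviations, no agonist response on first addition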;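 also: peak minus trough fluorescence over baseline after final BAM8-22 challenge near maximal dose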
TRPC4 potent: positive allosteric modulators of TRPC4, primary screen, cell-based, mouse TRPC4beta, HEK293 mu-opioid, Fluo-4 calcium; Short transient receptor potential channel 4 (Mus musculus), Q9QUQ5; DAMGO EC20, Fluo-4 Ca2+ flux; stronger effect = higher value; B-score at 10 µM; 310,000 compounds, 0.42% hits;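 active = B-score of calcium response area above 5 SD of library B-scores, with initial fluorescence ratio within 5 SD of library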;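 also: B-score of integrated fluorescence ratio over time as area under calcium response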
Target sequence (Q9QUQ5 whole entry, looked up): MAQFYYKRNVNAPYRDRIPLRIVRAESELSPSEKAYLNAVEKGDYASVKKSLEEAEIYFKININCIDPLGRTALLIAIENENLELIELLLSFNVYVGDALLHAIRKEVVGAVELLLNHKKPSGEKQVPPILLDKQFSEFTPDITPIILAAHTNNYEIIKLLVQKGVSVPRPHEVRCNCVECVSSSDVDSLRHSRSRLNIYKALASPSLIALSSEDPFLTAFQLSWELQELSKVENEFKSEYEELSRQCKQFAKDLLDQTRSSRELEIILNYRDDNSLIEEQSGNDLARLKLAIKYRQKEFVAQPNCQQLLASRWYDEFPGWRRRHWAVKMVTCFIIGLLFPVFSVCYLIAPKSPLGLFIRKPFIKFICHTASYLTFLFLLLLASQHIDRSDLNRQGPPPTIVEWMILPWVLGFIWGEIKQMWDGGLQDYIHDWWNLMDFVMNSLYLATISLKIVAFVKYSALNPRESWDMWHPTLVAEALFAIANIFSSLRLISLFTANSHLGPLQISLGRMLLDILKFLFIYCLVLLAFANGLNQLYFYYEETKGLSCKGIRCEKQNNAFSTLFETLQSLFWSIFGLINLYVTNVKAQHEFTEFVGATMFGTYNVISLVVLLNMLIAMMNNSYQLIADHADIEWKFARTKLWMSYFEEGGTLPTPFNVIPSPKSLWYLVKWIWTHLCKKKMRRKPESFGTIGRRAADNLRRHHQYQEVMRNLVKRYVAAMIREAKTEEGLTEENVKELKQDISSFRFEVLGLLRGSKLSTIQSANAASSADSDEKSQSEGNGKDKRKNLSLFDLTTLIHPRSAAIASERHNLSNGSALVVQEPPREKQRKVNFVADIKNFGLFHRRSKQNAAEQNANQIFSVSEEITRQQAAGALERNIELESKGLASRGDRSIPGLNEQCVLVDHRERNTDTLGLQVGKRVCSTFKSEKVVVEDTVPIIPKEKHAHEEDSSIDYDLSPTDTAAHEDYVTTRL
MrgX1 agonist: agonists of human MrgX1 receptor, primary screen, HEK293 cells, Fluo-4 calcium flux. Mas-related G-protein coupled receptor member X1 (Homo sapiens), Q96LB2. Fluo-4 calcium fluorescence, agonist mode; stronger effect = higher value. B-score at 10 µM. 310,000 compounds, 0.44% hits. AID 588627, 2011;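 active = calcium response B-score plate-corrected fluorescence ratio at least 3 library SD, with starting fluorescence B-score inside 5 SD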
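System: HEK293 cells stably expressing human MrgX1 receptor; Dosing: test compound in the initial addition of three; Schedule: overnight plating, then 30 min 37 °C plus 30 min room-temperature dye loading; Detection: kinetic calcium dye fluorescence, Fluo-4 NW; Controls: per-plate positive and negative controls for Z′ factor.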
AI-2 QS mod: Vibrio harveyi AI-2 quorum sensing modulators, primary screen, JMH597 strain, luminescence/OD600 ratio; AID 2094, 2009; Vibrio harveyi JMH597 AI-2 luminescence/OD600 ratio, 9 h; stronger effect = lower value; strain lacks LuxN and CqsS sensors; 0 = neutral-control median; activity change, % at 7.5 µM; 300,000 compounds, 0.4% hits; in the data active = activity change below about -75%, passing the limit was not always enough; inconclusive = no clear call, values can overlap the other calls;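 also: luminescence divided by OD600 gain over 9 h not by final OD600 alone; inactives centre near 13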
MrgX1 PAM: positive allosteric modulators of MrgX1, primary screen, HEK293 cells, Fluo-4 calcium flux; Mas-related G-protein coupled receptor member X1 (Homo sapiens), Q96LB2; FDSS; stronger effect = higher value; B-score at 10 µM; 310,000 compounds, 0.63% hits;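 active = plate-corrected calcium response at least 3 library SD above typical, normal starting fluorescence, not activating the receptor alone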;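 also: compound read alongside a low EC10 to EC30 dose of BAM8-22 agonist; peak minus trough fluorescence over baseline measured at the second addition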
TRPC4 act: activators of mouse TRPC4 channel, primary screen, Fluo4 calcium, HEK293 TRPC4beta/mu-opioid cells; Short transient receptor potential channel 4 (Mus musculus), Q9QUQ5; Fluo4 calcium fluorescence; stronger effect = higher value; B-score at 10 µM; 310,000 compounds, 0.49% hits; AID 2237, 2010;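 active = B-score above 5 SD of library B-scores, and initial fluorescence ratio not above library mean plus 5 SD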;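 also: positive B-score marks a calcium rise read as TRPC4 activation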
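Incubation: 45 min room-temperature Fluo4 loading, 110 s read / System: HEK293 cells stably co-expressing mouse TRPC4beta and mu-opioid receptor / Signal: Fluo4 fluorescence, kinetic / Control set: buffer (low) and maximal DAMGO (high) / Measure: integrated baseline-normalised fluorescence ratio, converted to per-well B score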
TRPC4 block: inhibitors of mouse TRPC4 channel, primary screen, Fluo4 calcium, HEK293 TRPC4beta/mu-opioid cells | Short transient receptor potential channel 4 (Mus musculus), Q9QUQ5 | DAMGO-evoked Fluo4 calcium flux; stronger effect = lower value | B-score at 10 µM | 300,000 compounds, 0.39% hits | AID 2247, 2010;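 active = B-score over 3 SD under the library average, no early fluorescence shift, positive overall ratio signal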
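test system = HEK293 cells with stable TRPC4beta plus mu-opioid receptor expression | detection = Fluo4 Ca2+ flux fluorescence | read-out = integrated fluorescence ratio relative to baseline, converted to per-well B score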
PolyA inhibitor: polyadenylation inhibitors in yeast reporter cells, primary screen, luminescence, S. cerevisiae. calls only at 12 µM. S. cerevisiae SKY197-pL101 polyadenylation reporter, beta-gal luminescence; efflux-impaired pdr1/pdr3 knockout yeast; score 100 = 6 SD above DMSO. AID 1875, 2009. 300,000 compounds, 0.02% hits;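 active = lowest replicate activity score at least 50, where 100 means six control SD above control mean; inconclusive = lowest score under 50 but half or more replicates reach 50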;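 also: yeast exposed to compound for 9 h at 30 °C; higher score means more reporter readthrough which indicates perturbed polyadenylation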
TRPC6 inh: mouse TRPC6 channel inhibitors, primary screen, cell-based, HEK293, membrane potential dye | 310,000 compounds, 1.1% hits | Short transient receptor potential channel 6 (Mus musculus), Q61143 | ACh-evoked depolarization; stronger effect = lower value | B-score at 10 µM;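 active = B-score under library mean minus 3 SD, initial fluorescence not abnormally high, positive integrated signal ratio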;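 also: B-score derived from integrated fluorescence ratio over the kinetic read; more negative B-score means stronger inhibition of depolarization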
HIF act: HIF pathway transcriptional activators, primary screen, cell-based, U2OS HRE-luciferase, luminescence; activation, % at 7.5 µM (by protocol); 300,000 compounds, 0.32% hits; U2OS HRE-luciferase reporter; normalized: DMSO 0%, desferrioxamine 100%;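 active = mean activation of at least 10% of the iron chelator positive control signal, with at least half of replicates also reaching 10%; inconclusive = mean and replicate majority disagree about reaching 10%; inactive = mean and most replicates under 10%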
TRPC6 act: mouse TRPC6 channel activators, primary screen, cell-based, HEK293, membrane potential dye | 310,000 compounds, 0.13% hits | HEK293-TRPC6 membrane potential dye fluorescence; stronger effect = higher value | AID 2550, 2010 | Short transient receptor potential channel 6 (Mus musculus), Q61143 | B-score at 10 µM;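 active = B-score of the integrated fluorescence ratio above library mean plus 3 SD, and starting fluorescence ratio within library mean plus 5 SD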;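 also: higher score means more depolarization so channel activation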
Active calls of the source: *; i = inactive; ? = inconclusive; . = no result given. This is a subset; count on the stated rates, not on these rows.

Results follow in this order: MrgX1 antagonist, TRPC4 potent, MrgX1 agonist, AI-2 QS mod, MrgX1 PAM, TRPC4 act, TRPC4 block, PolyA inhibitor, TRPC6 inh, HIF act, TRPC6 act
> Cc1nnc(NC(=O)CSc2ncnc3scc(-c4ccccc4)c23)s1
  i, i, i, 14.7, i, i, i, i, i, 0.1, i
> COc1ccc(CCN2CC(C(=O)NCCc3ccc(C(F)(F)F)cc3)CCC2=O)cc1 (configuration not stated)
  i, i, i, 13.4, i, i, i, i, i, -0.8, i
> CCOc1ccc(N2CC(C(=O)N3CCc4ccccc43)CC2=O)cc1 (configuration not stated)
  i, i, i, 5.0, i, i, i, i, i, 0.1, i
> CC(C)C[C@H](NC(=O)Nc1ccc(Oc2ccccc2)cc1)C(=O)O
  i, i, i, 37.5, i, i, i, i, i, -0.3, i
> COc1cccc(NC(=O)C(OC(=O)/C=C/c2ccc3c(c2)OCO3)c2ccccc2)c1 (configuration not stated)
  i, i, i, 20.1, i, i, i, i, i, 0.1, i
> COc1ccc(NC(=O)c2sc3ncn(CC(=O)N4CCN(c5ccccn5)CC4)c(=O)c3c2C)c(OC)c1
  i, i, i, 37.1, i, i, i, i, i, -0.2, i
> CCOC(=O)c1cnc2ccc(OC)cc2c1NCCc1ccc(OC)c(OC)c1
  i, i, i, 2.9, i, i, i, i, i, 0.2, i
> COC(=O)c1sc2nc(SCc3cccc(F)c3)n(N)c(=O)c2c1C
  i, i, i, 5.8, i, i, i, i, i, 0.3, i
> CCCCCCCC(O)CC(CC1CCCCC1)C(=O)NN (configuration not stated)
  i, i, i, 12.7, i, i, i, i, i, ., i
> COc1ccc([N+](=O)[O-])cc1NC(=O)C1(c2ccc(OC)c(OC)c2)CCOCC1
  i, i, i, 21.0, i, i, i, i, i, -0.4, i
> CCN(CC)S(=O)(=O)c1ccc(N2CCOCC2)c(NS(=O)(=O)c2ccc(C)cc2)c1
  i, i, i, -0.4, i, i, i, i, i, 0.3, i
> CC(Sc1nnc(C2CCCCC2)n1N)C(=O)NCc1ccc2c(c1)OCO2 (configuration not stated)
  i, i, i, 18.0, i, i, ., i, i, 0.1, i
> O=C(CCCN1C(=O)C(c2ccccc2)Oc2cccnc21)Nc1cccc(F)c1 (configuration not stated)
  i, i, i, 2.2, i, i, i, i, i, -0.1, i
> COc1ccc(-c2nc(CS(=O)(=O)CC(=O)NCCc3ccc(C)cc3)c(C)o2)cc1
  i, i, i, 23.3, i, i, i, i, i, 0.3, i
> CC(=O)Nc1cccc(C(=O)N/N=C/c2c[nH]c3ccccc23)c1
  i, i, i, 9.9, i, i, i, i, i, -0.3, i
> COc1ccc(C(C)=O)cc1COC(=O)Cc1n[nH]c(=O)c2ccccc12
  i, i, i, -7.3, i, i, i, i, i, -0.1, i
> COc1ccc(C2N=C(c3ccccc3)C(C)(C)N2O)cc1 (configuration not stated)
  i, i, i, -0.5, i, i, i, i, i, ., i
> CCCCNC(=O)c1ccccc1NC(=O)CN(c1ccccc1)S(=O)(=O)N(C)C
  i, i, i, 15.6, i, i, i, i, i, 0.0, i
> Cc1sc(NC(=O)C2=COCCO2)nc1-c1ccc(Br)cc1
  i, i, i, 31.0, i, i, i, i, i, -0.4, i
> O=C(CSc1nnc(-c2ccncc2)o1)N1CCCCCC1
  ., i, ., -2.6, ., i, i, i, i, ?, i
> COc1ccc(C(=O)N(c2ccc(C)cc2)C2C=CS(=O)(=O)C2)cc1OC (configuration not stated)
  i, i, i, 46.1, i, i, i, i, i, -0.1, i
> CS(=O)(=O)N1CCCC(C(=O)N2CCN(c3cccc(Cl)c3)CC2)C1 (configuration not stated)
  i, i, i, 12.1, i, i, i, i, i, 0.8, i
> N#Cc1ccccc1NC(=O)c1ccc2c(c1)OCCO2
  i, i, i, 22.5, i, i, i, i, i, 2.4, i
> COc1ccc(C2CC(c3c(Cl)cccc3Cl)n3nc(N)nc3N2)cc1 (configuration not stated)
  i, i, i, 29.9, i, i, i, i, i, -0.1, i
> Cc1ccc(NC(=O)NNC(=O)c2snnc2C)cc1
  i, i, i, -2.2, i, i, i, i, i, 0.5, i
> COc1ccc(OC)c2[nH]c(=O)c(CCNC(=O)c3ccc(S(=O)(=O)N(C)C)cc3)cc12
  i, i, i, 0.9, i, i, i, i, i, -0.3, i
> Cc1sc2ncn(CC(=O)N3CCN(c4ccc(F)cc4)CC3)c(=O)c2c1S(=O)(=O)N1CCOCC1
  i, i, i, 29.5, i, i, i, i, i, -0.1, i
> Cc1ccc2c(c1)C(c1ccccc1)N(C(=O)CC(C)C)CC(=O)N2 (configuration not stated)
  i, i, i, 19.8, i, i, i, i, i, -33.8, i
> Cc1cc(C)c(S(=O)(=O)Nc2ccc(C(=O)O)cc2)cc1S(=O)(=O)Nc1ccc(C(=O)O)cc1
  i, i, i, 20.4, i, i, i, i, i, 0.2, i
> Cc1cccn2c(=O)c3cc(C(=O)NCC(C)C)sc3nc12
  i, i, i, 35.1, i, i, i, i, i, 0.4, i
> CCOC(=O)C(C)(C)n1nnc(-c2ccc([N+](=O)[O-])cc2)n1
  i, i, i, 9.2, i, i, i, i, i, 0.4, i
> CCOc1cc(NC(=S)Nc2cccc(OC)c2)c(OCC)cc1NC(=O)C1CC1
  i, i, i, 23.4, i, i, i, i, i, 0.7, i
> COc1ccc(N2CCN(C(=O)COC(=O)c3cccc(S(=O)(=O)Nc4cccc(C)c4)c3)CC2)cc1
  i, i, i, -7.3, i, i, i, i, i, -0.1, i
> COc1cc(-c2nnc(Cn3cc(C(F)(F)F)ccc3=O)o2)cc(OC)c1OC
  i, i, i, -0.4, i, i, i, i, i, -0.8, i
> CC(=O)c1c(C)[nH]c(C(=O)OCc2ccc(F)cc2Cl)c1C
  i, i, i, 26.5, i, i, i, i, i, 0.9, i
> O=C(CSCc1nc2ccccc2[nH]1)Nc1ccc2ccccc2c1
  -4.91*, i, i, 4.3, i, i, i, i, i, 0.2, i
> Cc1cccc(N(C(=O)c2snc(C(N)=O)c2N)C(C)C(=O)NCC2CCCO2)c1 (configuration not stated)
  i, i, i, -2.3, i, i, i, i, i, -0.3, i
> O=C(CN1CCN(Cc2ccccc2)CC1)N/N=C/c1cccs1
  i, i, i, 2.4, i, i, i, i, i, -0.4, i
> CCOc1ccc(-n2ccnc(SCC(=O)NCc3cccc(OC)c3)c2=O)cc1
  i, i, i, 10.5, i, i, i, i, i, 0.5, i
> CC(NC(=O)C1CCC1)c1ccc2c(c1)OCO2 (configuration not stated)
  i, i, i, 17.5, i, i, i, i, i, -0.4, i
> CCCCc1cc(=O)oc2c3c(cc(OCC(=O)N4CCC[C@H]4C(=O)O)c12)OC(C)(C)CC3
  i, i, i, 12.5, i, i, i, i, i, -0.2, i
> Cc1nc2cc(NC(=O)N3CCN(c4ccccn4)CC3)ccc2o1
  i, i, i, 1.5, i, i, i, i, i, 0.6, i
> COc1ccccc1N1CCN(C(=O)CN(C)S(=O)(=O)c2cc(C)ccc2OC)CC1
  i, i, i, 20.5, i, i, i, i, i, 0.5, i
> Cn1nc(CC(=O)NCc2ccc(C(F)(F)F)cc2)c2ccccc2c1=O
  i, i, i, 25.1, i, i, i, i, i, 0.3, i
> Cc1ccc(C)c(NC(=S)NCCc2c[nH]c3ccccc23)c1
  i, i, i, 14.0, i, i, i, i, i, -0.2, i
> NC(=O)c1c(NC(=O)C(=O)N2CCOCC2)sc2c1CCCC2
  i, i, i, 24.2, i, i, i, i, i, 0.5, i
> Cc1ccc(C(=O)NCCC(=O)N2CCOCC2)cc1
  i, i, i, 22.2, i, i, i, i, i, 2.8, i
> Cn1c(=O)cc(SCC(=O)NCc2ccco2)c2ccccc21
  i, i, i, 15.6, i, i, i, i, i, -0.1, i
> Cc1ccc2nc(SCC(=O)N3CCC(C)CC3)nc(=O)n2c1
  i, i, i, 13.8, i, i, i, i, i, -0.3, i
> O=C(OCC(=O)N1CCN(C(=O)c2ccco2)CC1)c1ccccc1Cc1ccccc1
  i, i, i, -6.2, i, i, i, i, i, 1.6, i

Next compounds
Results follow in this order: MrgX1 antagonist, TRPC4 potent, MrgX1 agonist, AI-2 QS mod, MrgX1 PAM, TRPC4 act, TRPC4 block, PolyA inhibitor, TRPC6 inh, HIF act, TRPC6 act
> COc1ccccc1C1CCN(C(=O)c2ccccc2)CC1
  i, i, i, 12.6, i, i, i, i, i, -0.2, i
> O=C(c1c(Cl)nc2sccn12)N1CCN(c2cccc(Cl)c2)CC1
  i, i, i, 13.0, i, i, i, i, i, 0.7, i
> Cc1ccc(SC(C)c2nc(-c3cccnc3)no2)cc1 (configuration not stated)
  i, i, i, -28.8, i, i, i, i, i, 0.7, i
> NC(=O)c1nsc(C(=O)N(c2cccc(F)c2)C(C(=O)NC2CCCC2)c2ccco2)c1N (configuration not stated)
  i, i, i, 26.6, i, i, i, i, i, -0.9, i
> COc1ccc(C2C(C(C)=O)=C(C)Nc3ncnn32)c(OC)c1OC (configuration not stated)
  i, i, i, -12.3, i, i, i, i, i, 0.4, i
